# TWEAK-Fn14 inh: blocks TWEAK-Fn14 interaction in a reporter cell assay | 360,000 compounds, 2% hits | AID 1159606 | TWEAK-stimulated Fn14 reporter cells, luciferase luminescence, 8 h | inhibition, % at 10 µM; in the data active = inhibition above about 50%
# aDG glyco act: alpha-DG glycosylation activation; 360,000 compounds, 0.22% hits; Pro5-aDG cells, alpha-DG glycosylation AlphaScreen (IIH6); 0% Pro5, 100% B10-LARGE cell signal; activation, % at 10 µM; AID 624168;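 active = activation of at least 8% versus controls, or a plate z-score of at least 8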;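 note: Pro5 are CHO cells carrying HIG-tagged alpha-DG that lacks glycosylation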
# NR2E3 ag-1: activates human photoreceptor nuclear receptor NR2E3 | Q9Y5X4 | inhibition of corepressor binding, % at 4.78 µM | AID 2300 | GST-NR2E3/biotin-RetCOR TR-FRET, 1536-well | 320,000 compounds, 0.12% hits;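 active = percent inhibition above the cutoff of mean plus 3 SD of all tested compounds, set per screening campaign, cut at about 20% in these data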;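 note: 0% = DMSO wells and 100% = biotin wells as full block of FRET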
# Target sequence (Q9Y5X4 whole entry, looked up): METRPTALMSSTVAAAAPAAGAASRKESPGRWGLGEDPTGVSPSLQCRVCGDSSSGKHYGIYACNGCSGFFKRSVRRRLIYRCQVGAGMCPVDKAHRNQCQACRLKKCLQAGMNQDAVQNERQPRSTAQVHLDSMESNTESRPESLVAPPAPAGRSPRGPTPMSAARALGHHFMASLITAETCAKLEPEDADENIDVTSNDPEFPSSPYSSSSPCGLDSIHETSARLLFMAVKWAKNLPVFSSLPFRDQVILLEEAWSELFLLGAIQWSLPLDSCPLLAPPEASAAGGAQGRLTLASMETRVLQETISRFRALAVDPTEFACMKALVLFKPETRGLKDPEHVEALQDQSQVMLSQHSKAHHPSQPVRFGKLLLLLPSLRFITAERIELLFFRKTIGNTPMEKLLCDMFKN
#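 Material: NR2E3–RetCOR corepressor complex | Quantity: 1.35 nM GST-tagged NR2E3 final | Schedule: 5 h at 4 °C | Replication: Singlicate compound wells | Reagent: RetCOR corepressor, biotinylated, 7 nM | Controls: Biotin wells as high control, 0.6% DMSO wells as low control | Signal: TR-FRET, Eu(K)-anti-GST donor, streptavidin-D2 acceptor, ex 340, em 617/671 nm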
# Shn3 3UTR inh: Schnurri-3 reporter inhibition in Clone20 osteoblasts; Clone20 osteoblast Shn3 3'UTR firefly luciferase, 24 h; 360,000 compounds, 0.52% hits; inhibition, % at 12.5 µM;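 active = mean inhibition of at least 75% with every replicate also reaching 75%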;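 note: 0% = median of neutral control wells and 100% = pilot-screen positive control compound; some compounds past the cut are filed as inactive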
# CF NFkB block: cystic fibrosis NF-kB activation inhibition | KKLEB NF-kB-GFP reporter, PAF-induced, GFP fluorescence overnight | inhibition, % at 5 µM | 360,000 compounds, 0.86% hits;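 active = at least 50% inhibition at 5 µM, scaled per plate between neutral and stimulator controls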;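 note: PAF is a Pseudomonas aeruginosa culture filtrate used as stimulus; plate controls were PAF-stimulated DMSO wells for no effect and unstimulated DMSO wells for full effect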
# KKLEB tox: CF airway cell cytotoxicity counter-screen | KKLEB CF airway cells viability, ATPlite luminescence, overnight; hits give low values; cells stimulated with P. aeruginosa culture filtrate | activity change (cytotoxicity), % at 5 µM | 360,000 compounds, 0.36% hits | AID 602141;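 active = corrected activity change at or below -50% at 5 µM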
# HIF-2a inh: blocks HIF-2a reporter activity; 786-0 RCC cells HIF-2a reporter, luciferase luminescence, overnight; inhibition, % at 18.8 µM; 360,000 compounds, 0.72% hits;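 active = inhibition of the luminescence signal of 40% or more relative to plate controls, in a single-dose primary screen at 18.75 µM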
# Peg3 promoter: reduces Peg3 promoter-driven luciferase expression in HeLa; HeLa PEG-Prom luciferase reporter, luminescence, overnight; AID 588405; inhibition, % at 20 µM; 360,000 compounds, 1.7% hits;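 active = inhibition of at least 50% at 20 µM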
# NR2E3 ag-2: activates human NR2E3 receptor. 360,000 compounds, 0.35% hits. Q9Y5X4. CHO-S Gal4-NCOR/VP16-NR2E3 two-hybrid, luciferase. AID 602229. inhibition of corepressor binding, % at 3.98 µM;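 active = inhibition above the mean of all tested compounds plus 3 SD, cut at about 70% in these data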;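 note: 0% = DMSO with NR2E3 transfected cells and 100% = cells lacking NR2E3 construct; higher means lower luciferase signal from less NR2E3 corepressor binding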
# hiPSC survival: increases survival of single human iPS cells. hiPSC single-cell survival, ATPlite luminescence; 100% = ROCK inhibitor wells, 0% = DMSO. survival enhancement, % at 20 µM. 360,000 compounds, 0.044% hits; in the data active = survival enhancement above about 18%;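 note: cells exposed to compounds for 16 hours before the ATP read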
# MITF TRPM1 inh: reduces MITF-dependent TRPM1 promoter luciferase signal; SK-MEL-5 TRPM1 promoter luciferase, 24 h; inhibition, % at 12.5 µM; 330,000 compounds, 0.83% hits; AID 488899;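 active = mean inhibition across replicates of 60% or more, whatever share of single replicates reaches that level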; note: values of inactives mirror those of a sister screen read the other way
# The depositor's hits bear a star; · = not tested or not shown.
SMILES,TWEAK-Fn14 inh,aDG glyco act,NR2E3 ag-1,Shn3 3UTR inh,CF NFkB block,KKLEB tox,HIF-2a inh,Peg3 promoter,NR2E3 ag-2,hiPSC survival,MITF TRPM1 inh
CC(=O)Nc1cccc(NC(=O)CSc2ncc(-c3ccccc3)[nH]2)c1,15,0.6,-1,-14,-10,7,-22,-26,-16,-0.7,-15
O=C(c1ccc(C(F)(F)F)cc1)N1CCC(=O)N([C@H](COCc2ccc(C(F)(F)F)cc2)Cc2ccccc2)CC1,24,0.2,·,·,·,·,9,·,16,-0.2,·
O=C(Nc1cccnc1)c1cccs1,2,-0.2,1,8,-1,3,10,6,-8,-2.0,-3
S=c1[nH]nc(COc2ccccc2)n1/N=C/c1c(Cl)cccc1Cl,1,-0.1,-1,-11,11,-9,5,5,-40,0.7,0
Cc1ccc(CNC(=O)CCCC(=O)O)cc1,14,0.1,-2,-6,-3,4,18,-7,-9,-0.3,4
O=C(NNC(=O)c1cccc2ccccc12)c1ccc(-c2ccccc2)cc1,0,0.5,0,22,3,-6,11,10,-4,-0.8,7
Cc1ccccc1NC(=O)COC(=O)c1c(C)nn(-c2ccccc2)c1C,-16,0.0,·,-6,12,0,-113,-71,-9,1.2,·
CC(=O)NS(=O)(=O)c1ccc(NC(=O)c2cccc(S(=O)(=O)N3CCc4ccccc43)c2)cc1,3,0.1,2,3,0,1,17,5,11,0.6,5
CCn1cc(S(=O)(=O)N2CCc3ccccc3C2)cn1,-11,-0.4,0,11,-9,8,18,4,-6,0.1,5
COC(=O)c1c(NC(=O)CN2CCN(c3ccccc3)CC2)c2c(C)cccc2n1C,2,-0.2,1,-10,10,-1,15,18,7,-3.0,-1
CNc1nnc(Sc2ncccc2[N+](=O)[O-])s1,31,0.6,2,·,-2,5,-14,-6,1,0.3,6
Cc1ccc2c(c1)S/C(=C\c1cccc[n+]1C)N2CCO,10,0.0,-2,-17,-2,1,0,2,-11,-0.5,9
Cc1ccc(OCC(=O)Nc2ccc3oc(=O)ccc3c2)cc1,-32,0.2,2,10,-16,6,-24,-27,6,-0.5,-21
O=C(Nc1ccccc1)c1cc(S(=O)(=O)N2CCSCC2)ccc1Cl,3,0.5,0,-24,-10,10,15,9,-7,-0.9,9
COc1ccc(C(=O)C2CCN(C(=O)Nc3ccccc3C)CC2)cc1,-7,0.2,5,2,-22,16,4,-4,-33,-0.4,-6
C#CCOCCOCCOCCNc1nc(N2CCOCC2)nc(N2CCN(C(=O)CCCCCCCCCCNC(=O)Cn3cc(CCCCCN)nn3)CC2)n1,-22,0.3,4,7,-1,7,6,-4,9,-0.4,-5
N#C/C(=C/c1ccc(N2CCCCC2)o1)C(=O)Nc1ccc2ccccc2c1,29,0.5,·,13,-242,10,-281,-116,-42,-1.5,-51
CC1(C)CC(=O)c2sc(NC(=O)CN3C(=O)CCC3=O)nc2C1,19,1.4,0,-22,6,-3,0,10,-2,1.1,7
O=C1/C(=C/c2ccco2)N=C(N2CCCCC2)N1c1ccccc1,1,-0.2,4,1,-22,4,9,15,-11,-1.5,10
C=CCn1c(C)cc(C2=NNC(=NC(C)(C)C)SC2)c1C,83*,-0.1,-2,11,-4,-10,49*,43,30,-1.9,79*
O=C(COC(=O)c1cc(Br)c(Br)s1)NCCC1=CCCCC1,3,-0.2,-2,-4,14,-4,13,16,-7,3.0,3
O=S(=O)(NCc1ccccc1)c1ccc2ccccc2c1,8,0.2,-2,0,0,16,-56,-14,-11,0.3,-2
O=C(CC1C(=O)NCCN1Cc1ccccc1C(F)(F)F)NCCN1CCCCC1=O (stereo not drawn),-6,0.0,1,-2,22,-5,12,9,5,0.2,5
N#CCCN(C(=O)COC(=O)c1cc(=O)[nH]c2ccccc12)c1ccccc1,-18,0.0,·,-9,-5,-6,10,13,-30,6.3,7
Cc1ccc(/C(O)=C2\C(=O)C(=O)N(CCCN3CCOCC3)C2c2ccccc2F)cc1 (stereo not drawn),9,-0.1,·,-8,4,7,3,-3,-3,-0.1,·
CCOC(=O)Cc1csc(NC(=O)CSc2nc(=O)[nH]c3c2CCC3)n1,-22,0.4,0,17,29,-14,11,9,-13,0.3,0
COc1cccc(N2CCN(S(=O)(=O)c3ccc(-c4cnc(C5CC5)o4)cc3)CC2)c1,6,0.0,0,2,-14,12,9,16,-13,-0.1,15
Cc1ccc(S(=O)(=O)N2C[C@@H]3[C@H]4CC[C@H](C4)[C@@H]3[C@@H](C)[C@H]2C#N)cc1,2,0.3,·,0,2,15,4,8,-19,-2.1,4
CCCn1c2ccccc2c2nnc(SCC(=O)Nc3cc(C)on3)nc21,-1,0.1,-3,13,16,-8,6,16,-9,-1.2,10
CC(OC(=O)c1cc2sccc2n1C)C(=O)NCc1ccc2c(c1)OCO2 (stereo not drawn),-28,0.1,2,-3,13,10,1,-4,1,-2.0,3
COc1ccc(NC(=O)C2(C)CCN2Cc2csc3ccccc23)cc1OC (stereo not drawn),-4,-0.1,·,39,17,-14,-3,3,4,2.3,·
O=C(CN1CCCC1c1cccs1)Nc1cc(S(=O)(=O)N2CCCC2)ccc1Cl (stereo not drawn),-7,-0.1,·,14,-13,3,9,8,3,0.2,-1
CC(=O)c1c(C)[nH]c(C(=O)NNC(=O)COc2cc(C)cc(C)c2)c1C,6,0.3,·,9,-5,13,9,8,5,-0.5,0
CN(CC(=O)Nc1ccc(N2CCOCC2)cc1)C(=O)c1ccc(CS(C)(=O)=O)cc1,-2,-0.2,·,-14,3,-2,9,2,13,5.6,-10
CN(C)c1oc(-c2ccco2)nc1S(=O)(=O)c1ccc(Br)cc1,16,0.0,0,-6,0,-3,9,26,-28,0.4,-2
CC1(C)Cc2c(C#N)c(N3CCN(C(=O)c4ccco4)CC3)nc(Cc3ccccc3)c2CO1,47,0.4,0,16,20,-15,28,35,-3,-0.9,12
Cc1ccc(C2=CC(=O)C[C@H](c3ccc(F)cc3)C2)cc1,-27,0.4,8,4,17,8,-46,-42,2,-2.7,-12
Clc1ccc(N2CCN(/N=C/c3cccnc3)CC2)cc1,-7,0.2,3,28,-1,3,-7,-28,-18,-0.5,-9
Cc1sc2ncn(CC(=O)N3CCN(c4ccccn4)CC3)c(=O)c2c1S(=O)(=O)N1CCCCC1,-3,0.0,2,2,7,7,9,6,-15,0.7,11
Cc1ccc(C(=O)NCCN2CCC(n3c(=O)[nH]c4ccccc43)CC2)cc1C,3,-0.1,·,·,·,·,-14,·,-2,-1.3,·
COc1ccccc1N(Cc1ccccc1)S(=O)(=O)c1cccc(C(=O)NCC2CCCO2)c1 (stereo not drawn),1,0.6,6,10,-7,8,14,17,19,0.6,-2
C/C(=N\NC(=O)c1cccc(N/N=C(\C)c2ccccc2)c1)c1ccccc1,-40,-0.2,-2,-14,-19,11,-129,-148,-102,0.8,-37
COCCCNC(=O)c1cc(S(=O)(=O)N2CCOCC2)ccc1SCc1cccc(OC)c1OC,-19,-0.1,-3,-2,-20,1,16,5,1,-0.8,-3
O=C(NC1CCCCCC1)c1nnc(Cc2ccc(Cl)cc2)o1,2,0.1,5,-5,15,0,-5,19,-5,2.1,·
CCc1c(C)nc(SCCOc2ccc(OC(C)C)cc2)[nH]c1=O,-19,-0.2,1,-5,-26,4,11,21,-5,-2.1,8
COc1ccc(CCN(C)Cc2ccc(C(=O)Nc3ccccc3)cc2)cc1OC,-9,-0.2,5,1,8,2,-22,-6,2,-0.4,-3
Cc1ccc(NC(=O)c2ccc(Cl)nc2)cc1S(=O)(=O)N1CCOCC1,23,-0.1,·,-16,4,1,5,27,-10,1.2,9
CCNCCNc1ccc(Cl)cc1[N+](=O)[O-],-10,0.0,1,7,5,-12,16,-3,-9,-1.6,6
COc1ccc(C(c2nnnn2C(C)(C)C)N2CCN(C)CC2)cc1OC (stereo not drawn),-7,-0.1,-4,-20,-8,7,5,11,-14,-1.4,11
O=C(NCCc1ccccc1)C1Cc2c(-c3ccccc3Oc3ccccc3)ccnc2O1 (stereo not drawn),25,1.3,·,-8,22,-4,20,42,6,2.2,·
Cc1ccccc1C(=O)NNC(=O)c1cccn1C,-7,1.2,1,-37,16,-13,-78,-83,-16,-0.2,-19
Cc1ccccc1OCC(=O)OC(C(=O)c1ccccc1)c1ccccc1 (stereo not drawn),-6,-0.1,5,11,-2,-14,5,4,-7,0.5,4
O=C(O)CC(c1ccc(Br)cc1)N1Cc2ccccc2C1=O (stereo not drawn),0,-0.1,-3,-2,-2,8,13,-1,-2,1.2,0
CN(C)c1ccc(NC(=O)CSc2nc(N)c(C(=O)Nc3ccc(N(C)C)cc3)s2)cc1,12,3.3,-3,-2,-6,4,-157,-161,-21,1.0,-6
Cc1ccc(-c2nnn(CC(=O)N(CCN3CCOCC3)C(C(=O)NC(C)(C)C)c3ccco3)n2)cc1 (stereo not drawn),7,-0.1,2,11,-2,3,-1,5,-2,3.0,-2
CCCCSc1nnc2c(n1)OC=Nc1ccccc1-2,-11,0.0,-1,·,2,1,-41,-20,-44,1.0,-5
O=C(O)CCCN1C(=O)C2C3C=CC(C2C1=O)C1C(=O)N(CCCC(=O)O)C(=O)C31 (stereo not drawn),-6,0.0,0,-7,-9,3,17,16,-36,0.2,-3
O=C(COC(=O)c1ncc(Cl)c(Cl)c1Cl)NC1CCCCCC1,-4,0.3,8,4,-4,6,11,12,-12,0.0,0
Cc1ccc2c(c1)C1CC(C)(O2)N(c2cccc(C(=O)NC3CCN(Cc4ccccc4)CC3)c2)C(=O)N1 (stereo not drawn),27,0.2,2,-3,-8,14,5,10,10,-0.6,-17
Cc1ccc(NS(=O)(=O)c2cccc(C(=O)NC3CCN(Cc4ccccc4)CC3)c2)c(C)c1,19,0.1,·,38,-5,-7,8,-4,10,-2.4,-7
O=C(Cc1cccc2ccccc12)Nc1ccc(O)cc1C(=O)O,-5,-0.1,-1,5,-18,6,4,0,-7,-0.6,-3
CCC1CCCCN1CCCNC(=O)c1nn(C)c2c1CS(=O)(=O)c1ccccc1-2 (stereo not drawn),-2,-0.1,2,10,-8,-6,4,-2,-20,0.2,1
O=C(Cn1cccc1C(=O)c1ccccc1)NCc1ccc(F)cc1,-4,0.2,-2,-6,26,-11,-45,-26,-3,1.1,0

# Screening results (PubChem BioAssay)

# Hits appear at their usual frequency; about 4.4% have a hit in one of these screens.
